Source: PubChem BioAssay
Ba/F3 V617F tox – reduced viability of JAK2V617F-dependent Ba/F3 cells, primary screen, JAK2V617F inhibitor project, cell-based, Ba/F3 EpoR-JAK2V617F, luminescence; ATP luminescence; inhibition, % at 5.6 µM; actives 1.1% (n = 220,000); AID 1446, 2008;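 active means inhibition above the campaign mean plus 3 SD over all tested compounds, cut at about 24% in these data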;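 further: cytokine-independent growth of Ba/F3 cells driven by EpoR plus mutant JAK2; 0% = DMSO-treated cells and 100% = JAK inhibitor I control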
CHOP inh – inhibitors of CHOP promoter induction, primary screen, cell-based, unfolded protein response, luciferase reporter. actives 3.8% (n = 220,000). CHO-K1 CHOP-promoter luciferase, tunicamycin-induced, 15-18 h. inhibition, % at 10 µM;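 active means compounds that reduced the stress-induced luciferase reporter signal by more than about 70% of percent inhibition, limit read from the data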;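 further: 0% = tunicamycin plus vehicle and 100% = wells without tunicamycin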
PPC-1+TRAIL kill – compounds killing PPC-1 cancer cells with TRAIL present, primary screen, TRAIL potentiator project, ATPLite luminescence, uHTS. PPC-1 cells + TRAIL, ATPLite viability luminescence. cell killing (% activity), % at 4 µM. actives 0.41% (n = 220,000);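 active means cell killing above 50% in the first pass at 4 µM, then a duplicate retest at 5 µM averaging 50% or more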;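 further: plate controls were cells with TRAIL plus DMSO for no effect and medium-only wells lacking cells for full effect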
TNF death inh – inhibitors of TNF-alpha triggered necroptosis, primary screen, cell-based, Jurkat FADD-/-, single concentration. Jurkat FADD-/- TNF necroptosis rescue, ATP luminescence, 24 h; 0 = TNF only, 100 = no-TNF cells. actives 0.068% (n = 220,000). activation (protection from cell death), % at 10 µM. AID 463075, 2010;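 active means activation, meaning protection from cell death, of at least 50% relative to plate controls; inactive means activation below 50%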;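 further: necroptosis triggered by 40 ng/mL TNF-alpha added together with compound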
TRPML3 ag – human TRPML3 channel agonists, primary screen, cell-based, HEK293 TRPML3-YFP, Fluo-8 calcium fluorescence, 3 µM; 100% = the carbachol control signal; activation, % at 3 µM; actives 0.29% (n = 220,000); AID 1448, 2008;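 active means activation above its plate's cutoff, the mean activation of the plate's test wells plus 3 SD, cut at about 12% in these data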;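 further: 0% = DMSO only wells and 100% = carbachol wells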
Target sequence (Q8TDD5 whole entry, looked up): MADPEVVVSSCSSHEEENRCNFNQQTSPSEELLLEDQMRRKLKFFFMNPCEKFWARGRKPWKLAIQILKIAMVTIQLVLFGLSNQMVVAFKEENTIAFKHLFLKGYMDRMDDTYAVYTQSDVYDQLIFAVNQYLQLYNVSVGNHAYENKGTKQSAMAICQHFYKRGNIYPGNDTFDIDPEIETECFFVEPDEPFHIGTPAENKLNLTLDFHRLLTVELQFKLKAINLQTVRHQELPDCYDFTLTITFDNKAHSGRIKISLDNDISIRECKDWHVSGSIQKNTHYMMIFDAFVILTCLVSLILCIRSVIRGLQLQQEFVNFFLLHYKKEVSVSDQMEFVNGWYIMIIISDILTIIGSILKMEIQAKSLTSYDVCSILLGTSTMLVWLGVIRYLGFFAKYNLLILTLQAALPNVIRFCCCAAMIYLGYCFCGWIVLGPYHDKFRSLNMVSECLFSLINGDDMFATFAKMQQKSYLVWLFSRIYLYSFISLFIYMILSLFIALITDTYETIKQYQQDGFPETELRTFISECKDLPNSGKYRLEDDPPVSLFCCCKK
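Material: HEK293 cells stably carrying human TRPML3-YFP; compound dosing: single dose, 3 µM final nominal compound, 0.3% DMSO final; incubation: 1-h 37 °C dye load, 5-s basal, 120-s post-compound reads; technique: Fluo-8 intracellular calcium fluorescence, excitation 470-495 nm, emission 515-575 nm; read-out basis: percent activation from peak-to-basal fluorescence ratio, scaled between DMSO and carbachol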
Wee1 degr inh – Wee1 degradation inhibitors, primary screen, cell-based, HeLa, Wee1K328M-luciferase, luminescence; Wee1-like protein kinase (Homo sapiens), P30291; HeLa Luc-Wee1K328M stability; 100% = proteasome inhibitor MG132 effect; reporter increase, % at 5 µM; actives 1.2% (n = 220,000);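 active means activation above the mean of all tested compounds plus 3 SD, set per screening run, cut at about 8.8% in these data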;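 further: cells exposed to compound for 20 h before luminescence read; 0% = DMSO alone and 100% = MG132 at 30 µM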
TRPN1 ag – zebrafish TRPN1 channel agonists, primary screen, cell-based, HEK293, calcium fluorescence | HEK293 zebrafish TRPN1-YFP, Fluo-8 calcium fluorescence; 100% = response to 87 µM carbachol | actives 0.18% (n = 220,000) | transient receptor potential cation channel N1 (TRPN1/NompC), Danio rerio | activation, % at 3 µM;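 active means activation above its plate's cutoff, the mean activation of test wells on that plate plus 3 SD, cut at about 19% in these data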;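 further: 0% = DMSO alone and 100% = 87 µM carbachol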
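Assay system: Zebrafish TRPN1-YFP in HEK293 cells | Incubation: Dye loading 1 h at 37 °C, then 30 min room temperature | Measured by: Kinetic Fluo-8 fluorescence, ex 470-495, em 515-575 nm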
RBBP9 inhibitor – human RBBP9 inhibitors, primary screen, biochemical, fluorescence polarization, FP-Rh probe, HTS | actives 0.2% (n = 220,000) | recombinant RBBP9 | inhibition, % at 7.94 µM | AID 1515, 2009 | Serine hydrolase RBBP9 (Homo sapiens), O75884;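 active means inhibition above the campaign mean of all tested compounds plus 3 SD, cut at about 14% in these data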;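 further: plate controls were DMSO wells with RBBP9 for no effect and wells lacking RBBP9 protein for full effect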
Target sequence (O75884 whole entry, looked up): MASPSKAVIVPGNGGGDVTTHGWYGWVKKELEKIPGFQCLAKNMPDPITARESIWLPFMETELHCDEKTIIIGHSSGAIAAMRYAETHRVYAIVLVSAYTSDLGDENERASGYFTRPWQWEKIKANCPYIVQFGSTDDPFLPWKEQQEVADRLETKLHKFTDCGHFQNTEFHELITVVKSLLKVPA
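Assay system: recombinant human RBBP9; Reagent: Serine-hydrolase probe FP-Rh, 375 nM pre-mixing; Doses: 7.94 µM single dose, 0.794% DMSO; Incubation: 30 min then 45 min, 25 °C; Detection: fluorescence polarization (mP), excitation 525 nm, emission 598 nm; Evaluation: percent inhibition from mP, scaled between DMSO and no-protein wells.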
BaF3 tox – parental Ba/F3 cell viability inhibition, counter-screen for JAK2V617F inhibitor project, murine pro-B, CellTiter-Glo luminescence; CellTiter-Glo ATP luminescence; inhibition, % at 5.6 µM; actives 1.1% (n = 220,000); AID 1486, 2009;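 active means inhibition above a per-campaign cutoff, the mean inhibition of all tested compounds plus 3 SD, cut at about 27% in these data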;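 further: 0% = DMSO wells and 100% = JAK Inhibitor I control wells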
* = called active by the depositor; & = joins results of further samples.

SMILES	Ba/F3 V617F tox	CHOP inh	PPC-1+TRAIL kill	TNF death inh	TRPML3 ag	Wee1 degr inh	TRPN1 ag	RBBP9 inhibitor	BaF3 tox
N#Cc1cc([N+](=O)[O-])ccc1Oc1cccc(/C=N/NC(=O)c2ccc(Cl)cc2)c1	-0.7	44.0	13.8	-0.8	0.4	0.2	0.2	1.7	2.3
O=[N+]([O-])c1cc(/C=N/N2CCCCC2)ccc1Cl	1.9	1.9	9.0	0.8	1.1	2.2	0.2	-12.1	5.7
C#CC(C)(C)NC(=O)c1ccccc1OC	2.9	-12.5	40.2	0.2	-0.1	0.9	0.5	-4.5	10.0
CCOC(=O)c1c(C)nc(C)c(C(=O)OCC)c1-c1ccc(OC)cc1	6.3&6.4	-12.9&3.5	12.2&22.1	-0.3&-5.0	-0.7&-1.1	-0.8&-1.3	-2.0&-1.1	-1.1&-6.5	-1.9&10.2
O=C(Nc1cccc([N+](=O)[O-])c1)C12CC3CC(C1)CC(n1cnc([N+](=O)[O-])n1)(C3)C2	-3.9	14.6	1.9	-0.1	0.9	-0.9	1.8	4.2	5.1
O=C(COC(=O)Cn1cnc2ccccc21)Nc1cc(S(=O)(=O)N2CCOCC2)ccc1Cl	4.9	-11.2	2.7	0.6	-0.1	0.1	2.4	0.5	-2.2
O=C(O)/C=C/c1cn(-c2ccccc2)nc1-c1ccc2c(c1)OCCO2	-1.2	0.7	3.9	2.8	0.1	-0.1	-1.2	3.3	2.4
Cc1ccc(Nc2ccc(N)cc2S(=O)(=O)O)cc1	7.8	-9.7	1.8	0.7	1.1	0.0	1.2	3.9	0.6
O=S1(=O)N=CN(Cc2cccc(F)c2)c2ccccc21	1.6	43.2	-1.6	-0.7	0.0	3.5	2.1	-2.3	5.5
CC(=O)NC1C(Oc2ccccc2C)OC2COC(c3ccco3)OC2C1O (configuration not stated)	-4.0	16.2	11.3	1.5	0.6	-1.4	2.0	-7.0	1.8
CCOc1ccc(-c2nc(CSCC(=O)N3CCN(C(=O)c4ccco4)CC3)c(C)o2)cc1	-0.9	37.6	-3.7	-2.7	1.0	0.8	2.7	-5.8	6.8
CCOc1ccccc1NC(=O)c1ccccc1NS(C)(=O)=O	0.6	8.8	0.8	-1.9	1.0	-1.6	-0.2	-5.3	8.0
CCCCN(C)C(=O)CC(NS(=O)(=O)c1ccc(NC(C)=O)cc1)C(C)C (configuration not stated)	-3.1	1.7	-11.0	0.1	-0.6	-1.2	-2.4	3.2	4.4
COC(=O)/C(C#N)=C1/C=Cc2ccccc2N1C	-1.3	0.7	31.3	-1.9	0.1	0.6	0.7	3.8	5.3
Cc1cc(-c2nnc(CSc3nnc(NC(=O)c4ccc(C(C)(C)C)cc4)s3)o2)ccc1[N+](=O)[O-]	-5.3	35.0	38.3	1.7	0.6	-3.0	2.2	-2.2	-1.3
CCn1c(SCC(=O)Nc2ccc3c(c2)c2ccccc2n3CC)nnc1-c1ccco1	0.1	7.5	8.6	-1.4	-0.3	0.2	-1.3	-7.8	-0.8
COc1cccc(/C=N/NC(=O)Cn2ccnc2C)c1	-2.7	5.0	7.1	0.6	0.4	7.2	-0.8	-6.0	1.1
O=C(CCC(=O)OCc1ccc(Br)cc1)Nc1ccccc1	-5.5	-8.9	32.1	0.5	0.5	-2.1	-0.6	0.4	-4.3
Cc1ccc(C2CC(c3cccc(Cl)c3)n3nc(N)nc3N2)cc1 (configuration not stated)	-2.2	11.9	-12.9	-0.4	2.0	0.8	3.3	-2.9	0.8
CN1c2ccccc2N(C)C1(C)c1cccc2ccccc12	-1.8	1.5	23.0	-0.3	0.6	4.3	0.4	-3.0	9.2
CCOC(=O)c1c(NC(=O)CN2CCCCC2)sc(CN(C)C)c1-c1ccccc1	2.2	-7.3	-18.1	0.7	0.0	2.2	-0.1	-9.4	3.3
CCCS(=O)(=O)N1CCCC(C(=O)NCCCN2CCN(c3cccc(Cl)c3)CC2)C1 (configuration not stated)	-0.7	3.3	-3.1	-5.2	1.6	-2.0	0.8	-7.9	3.2
Cc1ccc(CN2CCN(c3ccccn3)CC2)s1	-2.8	39.5	8.9	-0.6	0.7	-2.0	-0.9	-7.8	1.5
Cc1cc(C)n2nc(SCC(=O)N(C)c3c(N)n(Cc4ccccc4)c(=O)[nH]c3=O)nc2n1	-1.5	-10.3	4.0	1.0	0.7	2.1	0.2	-8.3	4.3
O=C(CN1CCCC1)Nc1ccc(OCc2ccccc2)cc1	-1.1	14.7	9.1	7.2	0.3	-4.2	2.0	-0.1	11.6
SMILES	Ba/F3 V617F tox	CHOP inh	PPC-1+TRAIL kill	TNF death inh	TRPML3 ag	Wee1 degr inh	TRPN1 ag	RBBP9 inhibitor	BaF3 tox
CC(C)C(c1nnnn1C1CCCC1)N(C)C1CCCCC1 (configuration not stated)	4.2	43.6	29.2	-3.6	2.4	2.0	-0.3	1.0	4.9
CNC(=O)COC(=O)c1cccnc1SC	1.8	-5.5	-1.0	0.2	0.6	0.1	0.1	-4.7	7.5
O=C(/C=C/c1ccccc1F)c1cccc([N+](=O)[O-])c1	-0.1	-43.1	19.3	0.5	0.2	0.0	-0.1	-6.3	8.7
C/C(=N\NC(=O)c1c[nH]c2ccccc12)c1ccccn1	-2.0	59.2	29.2	-6.4	-0.3	0.7	-0.5	-2.1	3.6
C=CCNc1sc(C(=O)C2CC2)c(N)c1C#N	-4.8	11.8	10.0	-0.6	-0.6	3.5	-0.1	1.5	-4.0
Cc1cc(C)n(CCCNC(=O)c2ccc(S(=O)(=O)NCc3ccco3)cc2)n1	-5.1	19.8	5.3	-1.7	-0.6	-0.2	-0.1	3.0	2.0
COc1ccc(-c2nc(C#N)c(NCCCN(C)C)o2)cc1OC	1.9	-3.8	21.5	-0.1	0.9	-1.2	1.4	6.7	3.0
O=C(Cn1cnc2c(cnn2-c2ccc(F)cc2)c1=O)N1CCN(c2ccccc2)CC1	-4.6	8.4	-2.2	1.1	0.0	1.9	0.0	-2.4	3.6
COC(=O)C(C)Sc1ncnc2c1nnn2-c1ccc(F)cc1 (configuration not stated)	-3.0	-43.9	-9.3	-3.1	-0.5	0.7	-0.4	-9.0	0.0
CC(C)Oc1ccc(CCc2nnc(SCC(=O)O)n2-c2ccccc2)cc1	1.1	0.7	-4.0	-0.3	0.8	-3.7	0.0	-3.8	6.8
CCOC(=O)c1c(-c2cccc(C)c2)csc1NC(=O)c1c(-c2ccccc2)noc1C	-0.8	37.7	25.7	-13.2	-0.2	-1.6	4.6	1.6	10.3
COc1ccc(N=C2C(=Nc3ccc(OC)cc3)N(c3ccc(OC)cc3)C(=S)N2C)cc1	-1.3	38.8	8.2	-2.4	-0.1	6.2	-0.9	-2.7	3.0
NC(=O)/C(=N\O)c1ccccc1	-3.9	-9.6	5.3	-0.2	-1.0	0.2	-0.4	-1.7	2.0
Cc1ccc(OCCn2cc(/C=C(\C#N)C(=O)NCC3CCCO3)c3ccccc32)cc1C (configuration not stated)	-5.1	36.8	13.3	4.2	0.4	-2.1	0.4	-7.1	-1.4
O=C(N/N=C/c1ccc(-c2ccccc2[N+](=O)[O-])o1)[C@H]1C[C@@H]1c1ccccc1	-0.4	64.0	4.1	0.8	0.2	-3.5	-1.3	3.0	10.6
COc1ccccc1N(C(=O)CNC(=O)c1ccco1)C(C(=O)NC1CCCC1)c1ccncc1 (configuration not stated)	-0.7	-11.2	16.8	-2.1	-1.2	3.6	0.9	-5.9	1.4
O=C1CN(C(=O)CSc2nc(-c3ccc(Cl)cc3)cs2)c2ccccc2N1	0.7	32.1	12.1	0.8	0.7	2.2	0.7	-2.4	7.2
Nc1nnnn1CC(=O)N/N=C/c1ccccn1	-1.3	1.0	26.6	-0.5	0.7	2.9	-1.3	-1.2	-3.1
CCN(CC)S(=O)(=O)c1ccc(C)c(NC(=O)COc2ccc(Cl)cc2Br)c1	-0.9	74.4*	15.4	-1.3	0.3	3.2	0.2	0.1	5.4
O=C(C1CC(=O)N(c2ccccc2)C1)N1CCN(C2=NS(=O)(=O)c3ccccc32)CC1 (configuration not stated)	0.4	7.7	24.9	-0.4	0.0	-1.4	-0.4	-1.4	4.6
COc1ccc(Cl)cc1NC(=O)CN1CCC(n2nnc3cc(C)ccc32)CC1	2.1	72.9*	13.2	-1.7	0.2	2.7	0.4	4.6	13.6
Cc1ccccc1OCCCn1c(CO)nc2ccccc21	3.4	-4.5	-16.9	-0.7	0.6	1.5	0.1	-7.4	10.6
CCOc1ccccc1NC(=O)CCC(=O)Nc1ccccc1OCC	-2.6	15.8	17.4	1.7	0.3	0.0	-1.6	-5.0	1.8
Cc1cnc(C(=O)Nc2ccc(C(C)C)cc2)cn1	-1.1	-35.2	16.7	-5.2	1.1	3.9	0.4	-5.4	-0.9
O=C(CSc1ncccc1C(=O)O)c1cccc(C(F)(F)F)c1	1.2	8.3	36.3	-0.6	-0.1	-2.1	-0.6	-4.2	3.4
SMILES	Ba/F3 V617F tox	CHOP inh	PPC-1+TRAIL kill	TNF death inh	TRPML3 ag	Wee1 degr inh	TRPN1 ag	RBBP9 inhibitor	BaF3 tox
Cc1c(C(=O)N2CCN(C(=O)c3ccco3)CC2)sc2nc(-c3ccc(F)cc3)cn12	0.3	10.1	9.4	-0.2	0.9	-2.9	3.5	-6.9	3.7
N#Cc1nc(-c2ccc(Cl)cc2)oc1N1CCCCC1	0.6	28.7	16.9	-0.4	0.3	1.4	-1.9	-10.7	4.0
COc1ccc(-n2c(Cn3nc(C(F)(F)F)cc3C)n[nH]c2=S)cc1	-4.7	10.0	-20.2	0.9	0.7	-1.7	1.5	2.0	-2.9
CN1CCN(S(=O)(=O)c2ccc(N3CCN(S(=O)(=O)c4cccs4)CC3)nc2)CC1	4.6	19.6	-1.1	0.0	0.5	-0.7	2.6	1.3	12.4
O=C(c1ccc(-n2cccn2)cc1)N1CCc2ccccc2C1	-2.0	-9.7	27.6	0.4	1.1	3.9	4.4	-5.2	1.8
CCOC(=O)CSC1=Nc2ccccc2C2=NC(CC(=O)NCc3ccc(OC)cc3)C(=O)N12 (configuration not stated)	-2.9	7.7	26.1	0.1	0.5	-1.5	0.3	4.4	1.8
